# GPR55 activation – GPR55 agonists via beta-arrestin recruitment, primary screen, imaging, U2OS cells, beta-arrestin-GFP redistribution (AID 1961). activation, % at 10 µM, or EC50 in µM where a hit was titrated. U2OS GPR55 beta-arrestin-GFP redistribution imaging; higher % means a stronger effect. 0.048% of 290,000 active;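 active means activation above 40% with more than 50 cells counted in the well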;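 further: U2OS osteosarcoma cells stably expressing GPR55 and beta-arrestin-GFP; plate controls were DMSO negative control for no effect and LPI positive control for full effect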
# SV40 large T antigen – SV40 large T antigen inhibitors, biochemical (AID 1903) | inhibition, % at 20 µM; hits with a dose series show IC50 in µM | SV40 large T antigen ATPase/helicase inhibition assay; higher % means a stronger effect | 0.39% of 310,000 active; in the data active means a potency from the dose series; further: strong numbers were not always called active
# GPR55 antagonists – GPR55 antagonists blocking LPI-driven arrestin recruitment, primary screen, imaging, U2OS, beta-arrestin-GFP, LPI agonist (AID 2013) | G-protein coupled receptor 55 (Homo sapiens) | U2OS GPR55 beta-arrestin-GFP translocation imaging, LPI antagonism; higher % means a stronger effect | one-dose inhibition, % at 10 µM; IC50 in µM for titrated hits | 0.13% of 290,000 active;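 active means spots per cell inhibited over 60%, with over 100 cells counted and total cytoplasm intensity under 500,000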;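 further: U2OS cells stably carrying GPR55 and arrestin-GFP stimulated by 5 µM LPI near EC80; imaged beta-arrestin-GFP aggregate spots per cell after agonist stimulation; plate controls were LPI-stimulated DMSO wells for no effect and DMSO wells without LPI for full effect; some results filed as inactive read as strong as hits; confirmed hits need IC50 under 10 µM and bright autofluorescent wells are also inconclusive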
# KOR beta-arrestin-1 – KOR agonists, beta-arrestin recruitment, primary screen, cell-based, luminescence, uHTS (AID 1777) | KOR beta-arrestin recruitment, luminescence; higher % means a stronger effect | activation, % at 10 µM; hits with a dose series show EC50 in µM | 0.02% of 280,000 active; in the data active means activation above about 50%, passing the limit was not always enough; further: a part of the inactive calls stands beside numbers as strong as those of hits
# HIV peptide binding – inhibitors of HIV fusion peptide binding, primary screen, biochemical, uHTS, fluorescence dequenching (AID 1986). 0.3% of 290,000 active. one-dose inhibition, % at 20 µM; IC50 in µM for titrated hits. cell-free peptide binding, fluorescence dequenching, 30 min; higher % means a stronger effect; in the data active means inhibition mostly above about 52%, no sharp cut-off; inactive means mostly below about 76%; further: some results filed as inactive read as strong as hits
# KOR beta-arrestin-2 – KOR antagonists, beta-arrestin recruitment, cell-based, luminescence, uHTS (AID 1778). Kappa-type opioid receptor (Homo sapiens). KOR beta-arrestin recruitment, luminescence, antagonist mode; higher % means a stronger effect. one-dose inhibition, % at 10 µM; IC50 in µM for titrated hits. 0.091% of 290,000 active; further: strong numbers were not always called active
# NOD2 inhibition – NOD2 signaling inhibitors, cell-based, luminescence, uHTS, HEK293 (AID 1566). 0.63% of 290,000 active. HEK293 NOD2/NF-kB luciferase reporter, luminescence; higher % means a stronger effect. one-dose inhibition, % at 4 µM; EC50 in µM for titrated hits; further: many of its hits are not listed in these tables
# Rac1 GTP hydrolysis – MgcRacGAP GTPase-activating activity inhibitors, confirmation, biochemical, ADP Hunter fluorescence | 0.6% of 340,000 active | Rac GTPase-activating protein 1 (Homo sapiens) | inhibition, % at 30 µM, or IC50 in µM where a hit was titrated | MgcRacGAP-stimulated Rac1 GTP hydrolysis, ADP Hunter fluorescence; higher % means a stronger effect; GST-tagged Rac1 F28L mutant substrate | AID 624330, 2012;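 active means first-screen hits whose inhibition reached a set limit at any dose in the follow-up dose series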;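 further: fluorescence reports GDP produced by GAP-driven GTP hydrolysis; strong numbers were not always called active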
# NOD1 inhibition – NOD1 signaling inhibitors, primary screen, cell-based, luminescence, uHTS (AID 1578) | inhibition, % at 4 µM; hits with a dose series show EC50 in µM | NOD1-driven NF-kB luciferase reporter cells, luminescence; higher % means a stronger effect | 1% of 290,000 active; in the data active means inhibition mostly above about 36%, no sharp cut-off; inactive means mostly below about 34%;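 further: HEK-293T reporter cells stimulated with the NOD1 agonist gamma-tri-DAP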
# * hit, by the source's call; x = not tested or not shown; [ ] = remark or other dose. Unless noted, no stated cut-off is given here; in the data, active means inhibition above about 50%; inactive means the rest.
SMILES,GPR55 activation,SV40 large T antigen,GPR55 antagonists,KOR beta-arrestin-1,HIV peptide binding,KOR beta-arrestin-2,NOD2 inhibition,Rac1 GTP hydrolysis,NOD1 inhibition
CN1CCN(c2ccc(C(F)(F)F)cc2NC(=O)c2ccco2)CC1,-0.1%,23%,12%,8.8%,2.3%,-4%,18%,11%,0%
Cc1csc2c(=O)sc(NC(=O)c3ccc(F)cc3)nc12,-0.1%,5%,16%,-0.3%,1.2%,5%,32%,x,5%
Cc1ccc(-n2ncc3c(N4CCC(C(N)=O)CC4)ncnc32)c(C)c1,-0.3%,-5%,1%,-2.3%,-0.7%,34%,4%,4%,-30%
Cc1cc(OCC(=O)Nc2ccc(N3CCCC3)cc2)cc(C)c1Cl,0.6%,2%,-9%,-1.4%,0.1%,11%,14%,8%,-11%
Cc1nc(N)c(Cc2ccccc2F)c(N)n1,-0.3%,4%,-1%,-3.6%,12%,5%,5%,5%,-25%
Cc1cc(Cl)c(S(=O)(=O)Nc2ccc3c(c2)OCO3)cc1OCC(N)=O,-0.1%,12%,-5%,0.8%,3.0%,21%,16%,9%,-15%
N#Cc1cccc2c1-c1ccccc1/C2=N/NC(N)=S,0.0%,-8%,0%,-2.5%,2.3%,8%,-15%,5%,-10%
COc1ccc(Br)c(C(=O)Nn2c(C)nc3ccccc3c2=O)c1,0.0%,2%,8%,0.3%,-0.6%,1%,3%,6%,-20%
CC(c1nccs1)N(C)C(=O)CCc1nnc(CCc2ccccc2)o1 (configuration not stated),-0.1%,-16%,0%,x,0.4%,-47%[20 µM],-3%,10%,-34%
Cc1cc(C)nc(Sc2ncnc3c2oc2ccccc23)n1,-0.1%,7%,-7%,7.8%,1.7%,-15%,4%,0%,4%
CCOc1ccc(CCNC(=O)CN2CCN(Cc3ccccc3F)C2=O)cc1OCC,0.0%,-3%,32%,-0.5%,3.7%,12%,11%,4%,-5%
O=C(COC(=O)CCCNC(=O)c1ccc(Cl)cc1)NC1CC1,-0.1%,3%,-9%,1.9%,-0.9%,-9%,-6%,6%,-8%
CC(NCc1ccco1)C(=O)N1CCc2ccccc2C1 (configuration not stated),-0.1%,6%,2%,1.5%,1.1%,19%,-2%,19%,-11%
O=C(NCCCN1CCN(CCCNC(=O)c2ccccc2F)CC1)c1ccccc1F,-0.2%,20%,0%,1.5%,-0.5%,-4%,-23%,-5%,-29%
CCCNc1nc(C)nc2c1cnn2CCc1ccccc1,-0.1%,11%,6%,-2.3%,0.8%,-6%,-9%,11%,-38%
Cc1onc(-c2c(Cl)cccc2Cl)c1C(=O)N1CCN(Cc2ccccc2)CC1,-0.1%,1%,-3%,-1.1%,-1.5%,6%,12%,3%,5%
Cn1c2ccccc2c2cc(/C=N/NC(=O)c3ccc(N)cc3)ccc21,0.4%,7%,-33%,3.0%,-1.9%,-64%,-12%,6%,1%
O=C(Cc1cccs1)NC(c1ccccc1)c1ccccc1,0.3%,8%,9%,2.4%,-0.7%,-48%,-4%,6%,-36%
COCC(C)n1c(SCC(=O)c2cc(C)n(C)c2C)nc2ccccc2c1=O (configuration not stated),0.9%,11%,6%,-4.0%,0.2%,19%,21%,-2%,-23%
CC1(C)Cc2c(c(N3CCOCC3)nc3sc(-c4ccc(C(=O)O)o4)c(N)c23)CO1,0.8%,22%,-6%,6.7%,26%,-8%,2%,14%,11%
Cc1cccc(NC(=S)NCCc2ccccc2)c1C,-0.4%,15%,-7%,4.5%,0.8%,-35%[20 µM],4%,13%,-19%
CCCc1cc(C(=O)N2CCCC(Cc3ccccc3C)(C(=O)OCC)C2)no1 (configuration not stated),-0.1%,12%,-4%,7.2%,2.5%,-17%,24%,12%,44%
CCc1sc(C(=O)Nc2ncccc2O)cc1C,0.0%,31%,8%,3.4%,-2.0%,31%,-84%,4%,-57%
O=C(Cn1cc2c(n1)CCCC2)NCC1CCCO1 (configuration not stated),0.3%,6%,3%,0.7%,3.3%,-17%,9%,-9%,-11%
CCn1cnc2sc(C(=O)N3CCN(Cc4ccc5c(c4)OCO5)CC3)c(C)c2c1=O,-0.2%,2%,9%,3.2%,-3.7%,-2%,-7%,x,6%

# The list goes on:
SMILES,GPR55 activation,SV40 large T antigen,GPR55 antagonists,KOR beta-arrestin-1,HIV peptide binding,KOR beta-arrestin-2,NOD2 inhibition,Rac1 GTP hydrolysis,NOD1 inhibition
COC(=O)C(C)(C)ONC(=O)Nc1ccc([N+](=O)[O-])cc1,-0.3%,8%,-3%,-7.8%,0.0%,9%,13%,6%,-7%
Cc1cc(Cl)ccc1NC(=S)N1CCN(C(=O)C2CCCO2)CC1 (configuration not stated),0.7%,2%,5%,2.2%,-0.9%,12%,-9%,3%,19%
CN(CCc1ccccn1)C(=O)Nc1cccc(Cl)c1,0.0%,2%,-1%,-0.8%,0.6%,-12%,20%,3%,-9%
NC(=O)c1sc2nccc(Nc3ccccc3)c2c1N,-0.1%,8%,12%,3.3%,2.3%,2%,49%,15%,x
CC(C)OC(=O)c1nnn(-c2nonc2N)c1CSc1ccccn1,0.7%,5%,4%,4.1%,-3.5%,-6%,4%,-5%,-1%
CCCc1nnc(SCC(=O)NC2CC2)n1C,0.3%,3%,-12%,-0.4%,2.1%,-5%,-9%,0%,-7%
O=C(NCCCN1CCOCC1)c1ccc(CSc2ccc(Cl)cc2)cc1,0.6%,-3%,6%,-2.4%,3.0%,-14%,18%,1%,-5%
Cc1ccc(N(C(=O)c2ccc(S(=O)(=O)N3CCOCC3)cc2)C2C=CS(=O)(=O)C2)cc1 (configuration not stated),-0.1%,10%,-7%,-2.1%,-0.7%,18%,9%,2%,-15%
O=C(N/N=C/c1ccc2c(c1)OCO2)C(=O)Nc1ccccc1Cl,0.2%,5%,-17%,0.0%,-1.5%,-22%,-42%,-9%,-21%
Cc1cccc(C(=O)Nc2cc(NC(=O)c3cccs3)ccc2C)c1,-0.2%,6%,4%,x,-2.7%,-33%[20 µM],25%,6%,25%
CNC(=S)N1N=C(c2ccc(C)cc2)CC1c1ccc(OC)c(OC)c1 (configuration not stated),-0.1%,6%,2%,0.2%,-2.5%,-32%,6%,3%,-7%
CSCCC(NC(=O)c1c(C)oc2c1CCCC2)C(=O)O (configuration not stated),0.2%,3%,10%,5.4%,4.9%,-9%,-8%,6%,-17%
Cc1ccc(CNc2cnccn2)s1,1.4%,23%,6%,-5.8%,-1.0%,2%,7%,4%,-4%
CCCCN(C(=O)c1ccc(OC)c([N+](=O)[O-])c1)c1c(N)n(CCC)c(=O)[nH]c1=O,-0.4%,-4%,6%,14%,-0.9%,-8%,7%,2%,-19%
CCOC(=O)Cc1csc(CC(N)=O)n1,0.5%,5%,12%,0.2%,0.3%,18%,12%,-12%,10%
C/C=C/C(=O)NCCc1ccc(OC)c(OC)c1,-0.6%,10%,-9%,-2.4%,-0.3%,1%,15%,11%,-10%
Cc1[nH]c(=O)[nH]c(=O)c1S(=O)(=O)N1CCCc2ccccc21,-0.4%,3%,-8%,1.4%,-1.6%,-23%,14%,8%,-15%
c1ccc(CCCc2nc(-c3cccnc3)no2)cc1,-0.2%,5%,-4%,-1.2%,0.9%,-7%,3%,5%,-36%
COc1ccc2cc(C(=O)N3CCN(c4cccc(C)c4C)CC3)[nH]c2c1,1.1%,1%,0%,-1.0%,2.3%,-12%,34%,5%,-6%
COc1ccc(-c2nnc(SCC(=O)N/N=C/c3ccccc3C(=O)O)n2-c2ccccc2)cc1,2.6%,0%,-5%,-4.6%,1.2%,-13%,22%,3%,-16%
Cc1cc(C(=O)CSc2n[nH]c(N)n2)c(C)n1-c1cccc(F)c1,-0.1%,-2%,-6%,1.2%,-2.0%,23%,-24%,7%,-13%
Cc1ccc(CC(=O)NCCCn2ccnc2)cc1,-0.5%,8%,7%,-2.2%,-1.1%,4%,14%,-4%,-4%
Cc1nc(CC(=O)Nc2nc(-c3ccccc3)cs2)cs1,0.8%,13%,8%,0.9%,2.2%,-41%,-12%,8%,-52%
CNS(=O)(=O)c1cc(NC(=O)c2cccc3cccnc23)ccc1C,-0.4%,11%,2%,4.6%,2.2%,-17%,16%,8%,-33%
COc1ccc(-c2c(=O)n(OC)c3ccccc3[n+]2[O-])cc1OC,-0.1%,24%,-3%,-2.0%,-1.0%,0%,17%,11%,1%

# Later entries.
SMILES,GPR55 activation,SV40 large T antigen,GPR55 antagonists,KOR beta-arrestin-1,HIV peptide binding,KOR beta-arrestin-2,NOD2 inhibition,Rac1 GTP hydrolysis,NOD1 inhibition
COCCNC(=O)CSc1nc2ccccc2c2nc(C)nn12,0.0%,1%,-9%,3.3%,-1.9%,10%,21%,-3%,-17%
Cc1cccc(N(CC(=O)Nc2ccccc2F)S(C)(=O)=O)c1,-0.1%,-2%,-9%,0.0%,2.2%,-6%,-4%,8%,4%
Cc1ccc(NC(=O)c2ccco2)c(NC(=O)Cc2cccs2)c1,-0.1%,-1%,-2%,-2.1%,1.4%,8%,6%,5%,-28%
Fc1ccc(NC(=S)NC2CCN(Cc3ccccc3)CC2)cc1,-0.1%,9%,28%,-11%,-1.1%,5%[20 µM],15%,0%,-17%
CC(=O)Nc1ccc(NC(=O)CN(c2ccc(C(C)C)cc2)S(=O)(=O)c2ccccc2)cc1,-0.1%,3%,-5%,6.0%,1.9%,20%,-5%,6%,7%
Cc1ccc(C(=O)c2ccc(N3CCN(C)CC3)c([N+](=O)[O-])c2)cc1,-0.8%,2%,4%,6.6%,-1.9%,0%,21%,2%,5%
O=C(CCC(=O)Nc1nnc(C2CCCCC2)s1)Nc1ccccc1,-0.2%,-5%,10%,-4.3%,1.5%,27%,6%,-2%,-23%
O=C(O)c1ccc(C(=O)C(=O)c2ccccc2)cc1,-0.1%,13%,2%,0.9%,0.2%,x,-28%,8%,-2%
COc1ccc(OCc2nc(C#N)c(NCCCn3ccnc3)o2)cc1,0.1%,24%,11%,x,-0.7%,2%[20 µM],-19%,-1%,-28%
O=C(CSc1ccc2nnc(-c3cccnc3)n2n1)N1CCOCC1,0.3%,-3%,0%,-11%,0.0%,-1%,-8%,2%,-1%
Cc1nc2cc(NC(=O)N3CCN(c4ccccn4)CC3)ccc2o1,-0.2%,-4%,4%,0.3%,-0.1%,29%,13%,11%,-12%
C=CCn1c(SCc2nc3ccccc3c(=O)[nH]2)nc2ccccc2c1=O,-0.1%,-2%,-8%,2.6%,1.0%,-16%,-24%,21%,-19%
C/C(=N\NC(=O)C1(C)CC1(Br)Br)c1ccc(C)cc1C (configuration not stated),0.2%,14%,10%,2.1%,-0.6%,1%,-6%,8%,-31%

# Grouped by structure: those above containing a cyano group.
SMILES,GPR55 activation,SV40 large T antigen,GPR55 antagonists,KOR beta-arrestin-1,HIV peptide binding,KOR beta-arrestin-2,NOD2 inhibition,Rac1 GTP hydrolysis,NOD1 inhibition
N#Cc1cccc2c1-c1ccccc1/C2=N/NC(N)=S,0.0%,-8%,0%,-2.5%,2.3%,8%,-15%,5%,-10%
COc1ccc(OCc2nc(C#N)c(NCCCn3ccnc3)o2)cc1,0.1%,24%,11%,x,-0.7%,2%[20 µM],-19%,-1%,-28%

# Not all compounds are listed; the hit share may differ from the screen's.
